KLF5 inh: suppresses KLF5 promoter-driven expression | DLD-1 KLF5 promoter-luciferase reporter, luminescence | AID 1700 | inhibition, % at 5 µM | actives 0.23% (n = 290,000);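 active = inhibition above a per-plate limit of that plate's mean compound inhibition plus 3 SD, cut at about 60% in these data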;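 also: 0% = DMSO wells and 100% = LY294002 at 200 µM; higher means less KLF5 promoter-driven luciferase light; inactives centre near -14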
aSyn 5UTR inh: MLPCN primary screen, SNCA 5' untranslated region; actives 0.82% (n = 300,000); alpha-synuclein 5'UTR reporter, inhibitor activity; inhibition, % (tested at 7.5 µM); AID 1813; in the data active = inhibition above about 60%;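 also: H4 neuroglioblastoma cells stably carrying SNCA 5'UTR luciferase fusion; 0% = DMSO wells and 100% = positive control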
DYRK1A inh: Dyrk1A (rat) kinase inhibition; Q63470; ADP-Glo luminescence, NFATc1 peptide; inhibition, % at 12.5 µM; actives 0.43% (n = 310,000); AID 504441; in the data active = inhibition above about 50%;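 also: plate controls were vehicle with enzyme for no effect and no enzyme for full effect; many of its hits are not listed in these tables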
HSF-1 act: increases HSF-1 driven luciferase reporter signal. NIH3T3-HGL HSF-1 luciferase reporter, MG132, 8 h; 100% = twice DMSO control signal. activation, % at 9 µM. actives 1.7% (n = 300,000). AID 504408;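 active = mean replicate activation of at least 50% with a set share of replicates each reaching 50%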;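 also: 0% = median of the neutral control wells and 100% = twice that signal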
GSK3beta inhib: blocks human GSK3beta kinase activity. P49841. GST-GSK3beta kinase, ADP-Glo luminescence, 60 min; hits give low values. activity score (negative = inhibition), % at 10 µM. actives 0.038% (n = 300,000). AID 2097;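 active = more than half of replicate wells score below -50%, meaning over 50% inhibition versus plate controls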;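 also: 0% = median DMSO wells and -100% = median GW8510 positive control wells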
Target sequence (P49841 whole entry, looked up): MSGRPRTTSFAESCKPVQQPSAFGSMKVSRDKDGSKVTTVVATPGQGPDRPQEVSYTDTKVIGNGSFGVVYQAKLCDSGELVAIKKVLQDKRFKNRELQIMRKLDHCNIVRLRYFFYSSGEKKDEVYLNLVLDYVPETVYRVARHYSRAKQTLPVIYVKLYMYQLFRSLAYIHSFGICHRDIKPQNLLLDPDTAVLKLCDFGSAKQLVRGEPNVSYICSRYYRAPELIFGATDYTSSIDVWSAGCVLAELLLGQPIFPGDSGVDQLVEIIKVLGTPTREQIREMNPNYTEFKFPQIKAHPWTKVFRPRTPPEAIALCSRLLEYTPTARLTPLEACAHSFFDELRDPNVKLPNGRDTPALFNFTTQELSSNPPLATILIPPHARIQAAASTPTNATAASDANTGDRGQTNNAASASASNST
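test system = GST-tagged human GSK3beta kinase, cell-free | reagent = 25 µM ATP with peptide substrate | dosing = one dose of 10 µM per compound | schedule = 60 min reaction, RT | detection = luminescent ADP-Glo measurement of ADP formed | control set = DMSO neutral wells and GW8510 at 20 µM as positive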
HSP90 refold inh: HSP90 refolding inhibition in rabbit reticulocyte lysate. luciferase refolding luminescence, 3 h. inhibition, % at 5.6 µM. actives 0.91% (n = 290,000);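 active = inhibition above the screen-wide mean plus 3 SD, computed separately per campaign, cut at about 16% in these data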;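 also: 0% = DMSO wells and 100% = 60 µM geldanamycin wells; inhibitors lower the luminescence because luciferase stays unfolded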
HSF1 inh: HSF1 inhibition; NIH3T3-HGL HSE-luciferase, MG132-induced, luminescence 8 h; hits give low values; actives 0.77% (n = 300,000); activity change, negative = inhibition, % at 7.5 µM (by protocol); AID 2098;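 active = more than half of replicate wells show activity change below -50%, luminescence cut by over half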;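 also: luciferase reports HSF-1 transcriptional activity via heat shock element; 0% = median of DMSO wells and -100% = zero luminescence signal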
IEC-6 cytotox: counter-screen for KLF5 inhibitors: cytotoxicity in IEC-6 cells | IEC-6 cytotoxicity, luminescence viability | inhibition, % at 5 µM | actives 0.78% (n = 290,000) | AID 1825; in the data active = inhibition above about 22%;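 also: 0% = plate median of test compound wells and 100% = cytotoxic reference compound wells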
Platelet DG rel: modulates dense granule release in human platelets. human platelet-rich plasma, SFLLRN dense granule ATP release, luminescence. inhibition, %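 (compounds screened at 7.5 µM in platelet-rich plasma)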. actives 0.22% (n = 300,000). AID 1663;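 active = mean replicate score, as percent of positive control, at or above 50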
GSK3A inh: blocks human GSK-3 alpha kinase; actives 0.1% (n = 320,000); P49840; inhibition, % at 10 µM; ADP-Glo luminescence, 60 min; AID 2650;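 in the data active = inhibition above about 50%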;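 also: GST-tagged GSK-3 alpha with peptide substrate and 25 µM ATP; 0% = DMSO neutral wells and 100% = GW8510 positive control wells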
Target sequence (P49840 whole entry, looked up): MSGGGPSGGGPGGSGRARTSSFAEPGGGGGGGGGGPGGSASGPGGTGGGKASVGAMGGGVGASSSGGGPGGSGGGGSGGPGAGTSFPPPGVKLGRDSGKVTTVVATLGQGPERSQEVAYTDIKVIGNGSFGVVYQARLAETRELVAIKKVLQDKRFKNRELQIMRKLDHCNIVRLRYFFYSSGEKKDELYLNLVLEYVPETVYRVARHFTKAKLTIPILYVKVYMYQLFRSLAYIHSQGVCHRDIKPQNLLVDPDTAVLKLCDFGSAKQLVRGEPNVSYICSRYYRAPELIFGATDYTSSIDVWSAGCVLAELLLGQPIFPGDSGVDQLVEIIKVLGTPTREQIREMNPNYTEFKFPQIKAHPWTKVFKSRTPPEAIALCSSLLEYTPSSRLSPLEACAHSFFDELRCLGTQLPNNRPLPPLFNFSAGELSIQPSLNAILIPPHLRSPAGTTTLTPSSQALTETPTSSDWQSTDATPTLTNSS
* marks the source's active call; other numbers are inactive results; x = not tested or not shown. The list is partial; rates above refer to the full screens.

SMILES | KLF5 inh | aSyn 5UTR inh | DYRK1A inh | HSF-1 act | GSK3beta inhib | HSP90 refold inh | HSF1 inh | IEC-6 cytotox | Platelet DG rel | GSK3A inh
Cc1ccc(C(=O)O)cc1N=Nc1c(O)[nH]c(=O)[nH]c1=O | -19 | 4 | 10 | 14 | 1 | -3 | -1 | -5 | -4 | -1
BrCC1C[n+]2c(SCc3ccccc3)nc3sc4c(c3c2O1)CCCC4 (centres undefined) | -23 | -57 | 30 | 0 | -9 | 1 | -4 | 2 | 17 | 0
CC(=Nc1ccc2c(c1)CCC2)c1c(O)n(-c2ccccc2)c(=O)[nH]c1=O | -18 | 9 | x | -2 | -2 | 0 | 1 | 6 | 8 | -1
CC(C)N1CCN(Cc2cccc3c2OCO3)CC1CCO (centres undefined) | -1 | -21 | 2 | 13 | 3 | 0 | -18 | -1 | -7 | x
C=CCN1C(=O)C2(C(C(=O)OCC)=C(N)Oc3ccccc32)c2c1c1ccccc1oc2=O (centres undefined) | -9 | -4 | 3 | -23 | -5 | 3 | 1 | 0 | -2 | 3
O=C(O)C12C3CCCC1C32c1ccccc1 (centres undefined) | -31 | 6 | -2 | -3 | 3 | 2 | 1 | -2 | 1 | 1
CCC(=O)c1cc(F)c(N2CCN(CC)CC2)cc1C | -27 | -7 | 7 | -28 | 0 | -8 | -12 | 0 | -2 | 3
C=CCn1c(O)c(/C(CC)=N/NC(=S)Nc2ccccc2)c(=O)[nH]c1=O | -87 | -54 | -8 | 16 | 5 | -2 | 1 | 0 | -1 | -3
CCOC(=O)Cn1cc(C(=O)c2ccccc2)c2ccccc21 | -31 | 0 | -8 | 7 | 1 | -4 | 3 | -2 | -6 | 0
CCOC(=O)c1c(N)n(CCCOC(=O)c2ccco2)c2nc3ccccc3nc12 | -1 | 114* | 11 | 17 | 0 | 1 | 22 | 0 | -11 | 0
O=c1c2ccccc2nc(CN2CCCCCC2)n1-c1ccc(F)cc1 | -11 | x | -21 | x | 3 | -5 | x | -1 | 5 | -2
CC1CN=C(NCCc2ccccc2)S1 (centres undefined) | -37 | -28 | -4 | -13 | -4 | 1 | -4 | -4 | 9 | -1
CCOc1ccc(C2CC(c3c(O)n(C)c(=O)n(C)c3=O)=NN2)cc1 (centres undefined) | -19 | 23 | 4 | 25 | -1 | -1 | 13 | 2 | 2 | -1
CC12CN3CC(c4ccccc4)(CN(C1)C31CCCCC1)C2=O | 8 | -22 | -6 | 7 | -1 | -2 | -4 | -2 | -27 | -2
CCOC(=O)c1c(N)n(Cc2ccco2)c2nc3ccccc3nc12 | -56 | x | 10 | x | x | -2 | x | -3 | x | 7
O=c1[nH]c(=O)n(CCC2=CCCCC2)c(O)c1/C=N/N1CCOCC1 | 5 | -7 | x | 3 | -15 | 0 | -8 | 0 | -5 | 0
COc1ccc(C(=O)C23CN4CN(CN(C4)C2)C3)cc1 | -61 | 12 | 6 | 10 | 2 | -2 | -3 | -5 | -5 | -1
CS(=O)(=O)Nc1ccc(Cc2noc(-c3ccc4[nH]cc(CCN)c4c3)n2)cc1 | -21 | -2 | x | -11 | 0 | 1 | -1 | 5 | 7 | -3
COc1cccc(CN2CCNCC2)c1OC | -12 | 0 | -4 | 9 | 0 | -4 | -6 | 0 | 11 | -3
COc1ccc(NC(=O)N2CCC3(CC2)OCCO3)cc1OC | -20 | -39 | -1 | -3 | -2 | -1 | 1 | -1 | -33 | -3
C/C(=N\N1CCN(C)CC1)c1c(O)[nH]c(=O)[nH]c1=O | 12 | 6 | -4 | -2 | -2 | -1 | -7 | -3 | -4 | 8
OC12Oc3ccccc3C=C1N1CCC2CC1 (centres undefined) | 7 | 8 | -3 | -5 | 2 | -2 | 2 | 8 | -3 | 1
O=C(Cn1nc(-c2ccccc2)ccc1=O)N1CCC2(CC1)OCCO2 | -20 | -18 | -7 | -5 | 1 | 1 | -15 | 0 | -3 | 0
CN(N)N=Nc1nc2c([nH]1)c(=O)n(C)c(=O)n2C | -3 | 4 | -6 | 10 | 3 | 3 | 3 | -2 | -4 | -2
COc1ccc(OC)c([C@@H](O)[C@H](C)NC(C)(C)C)c1 | 9 | -5 | 12 | -2 | 3 | -2 | 3 | 3 | -1 | 0
CN(C)C1(c2nnnn2CCOC(=O)Nc2ccc(Cl)cc2)CCCCC1 | -5 | 2 | 5 | 16 | 1 | -2 | 1 | 0 | -1 | 1
CC1=Nc2ccccc2/C1=C/c1c(O)n(C)c(=O)[nH]c1=O | 8 | 14 | 28 | -1 | -2 | 1 | -1 | 2 | -5 | 6
COc1ccc2c(c1)c(C(=O)O)c(C)n2CC(C)C | 9 | 3 | -2 | -11 | 4 | -3 | -6 | -3 | 13 | 3
CSCCC(N=Cc1c(O)n(-c2ccc(Br)cc2)c(=O)[nH]c1=O)C(=O)OC(C)(C)C (centres undefined) | 0 | 25 | 3 | 5 | 0 | 0 | -3 | 3 | -5 | -1
O=C1CN=C(c2ccc[nH]2)c2cc(Cl)ccc2N1 | 4 | 11 | 3 | 38 | 0 | -1 | 6 | 31* | -1 | 5
Cc1ccc(N2C(=O)NC(=O)/C(=C\c3cnc(-c4ccccc4)nc3)C2=O)cc1 | -36 | 20 | -3 | 4 | -1 | -1 | 3 | -13 | 1 | -2
O=C(Cc1ccccc1)Oc1ccccc1N1C(=O)CCC1=O | -3 | -13 | 3 | -70 | -2 | -1 | -62* | 10 | 2 | -1
CN1CCN(/N=C/c2c(O)n(Cc3ccc(F)cc3)c(=O)[nH]c2=O)CC1 | -3 | -1 | -2 | 8 | 0 | -2 | 2 | -6 | 11 | -1
C[C@H](N)CN1CCc2ccc(Br)cc21 | x | -19 | 4 | -3 | -2 | x | -9 | x | -10 | 0
CN1CCN(c2ccc(C(N)=O)cc2N)CC1 | 8 | -6 | 1 | -15 | -6 | 0 | -9 | 1 | 0 | 0
O=C1CC(N2CC=C(c3ccccc3)CC2)C(=O)N1c1ccc(F)cc1 (centres undefined) | -6 | -11 | 19 | 7 | 2 | -4 | -2 | -3 | -2 | -1
COc1ccccc1-n1c(O)c(C=NCc2ccc3c(c2)OCO3)c(=O)[nH]c1=O | -5 | 0 | 7 | -12 | -5 | 3 | -4 | 8 | -4 | 31
O=C(N/N=C/c1c(O)n(Cc2ccc(F)cc2)c(=O)[nH]c1=O)c1ccccc1 | -103 | -28 | -1 | 19 | -6 | 0 | 7 | 4 | 6 | 0
OC(C#CCN1CCOCC1)(c1ccccc1)C1CCCC1 (centres undefined) | -35 | 8 | 3 | -5 | 2 | 3 | -1 | -3 | -1 | -1
CN(C)C(=O)Oc1noc2cc(Cl)ccc12 | -2 | 2 | -5 | -5 | -6 | -1 | 3 | -13 | -36 | 2
CC(=O)OC1N=C(c2ccccc2Cl)c2cc(Br)ccc2NC1=O (centres undefined) | -8 | 19 | 1 | 7 | 2 | 2 | 8 | -7 | -4 | 8
CCCCn1c(O)c(/C(C)=N/NC(=O)Nc2ccccc2)c(=O)[nH]c1=O | -152 | -99 | x | 1 | 0 | -4 | 2 | -3 | 2 | -1
O=c1cccc2n1CC1CC2CN(Cc2ccc3c(c2)OCO3)C1 (centres undefined) | -15 | -15 | -6 | 8 | 1 | 0 | 6 | 6 | 2 | 6
O=C(CCNS(=O)(=O)c1ccccc1)Nc1ccc(Cl)cc1C(=O)c1ccccc1 | -15 | 20 | -4 | 16 | 2 | 2 | 2 | -5 | -6 | -2
CC(=NCc1ccco1)c1c(O)n(Cc2ccccc2)c(=O)[nH]c1=O | -20 | 1 | 13 | 14 | 2 | 6 | 6 | 0 | x | -2
COc1cccc(OCC(=O)N2CCN(C)CC2)c1 | -13 | -2 | -4 | 19 | 0 | 2 | -3 | 1 | 4 | 0
O=[N+]([O-])c1ccc(CN2CC=C(c3ccccc3)CC2)cc1 | 17 | -2 | -2 | 5 | 3 | 1 | -15 | 2 | -2 | 1
Cc1cc(/C=C2/C(=O)NC(=O)N(c3ccc(Br)cc3)C2=O)c(C)n1C | 14 | 28 | 11 | 11 | 1 | 3 | -3 | -1 | 1 | 0
O=C1NC(=O)N(c2ccc3c(c2)OCO3)C(=O)/C1=C\c1ccsc1 | -22 | 7 | x | 2 | -1 | 2 | 0 | -4 | -4 | -3
Cc1nn(C2CCOC(C)(C)C2)c2c1C(c1ccc3c(c1)OCO3)SCC(=O)N2 (centres undefined) | -28 | 10 | -2 | 19 | 3 | 2 | -1 | -1 | -1 | x
O=P(C(c1c[nH]c2ccccc12)N1CCOCC1)(N1CCOCC1)N1CCOCC1 (centres undefined) | -21 | 27 | -6 | 0 | 1 | 3 | -7 | 1 | 4 | 0
O=C(COc1ccc(Cl)cc1Cl)N1CCN(C/C=C/c2ccccc2)CC1 | 11 | 18 | 2 | -9 | 3 | 3 | -4 | -3 | 1 | 0
Fc1c(F)c(F)c(N2CCNCC2)c(F)c1F | -4 | 5 | x | -1 | 2 | 1 | 3 | -6 | -5 | -4
C=C1C2[C@H](OC(C)=O)[C@@H]3CC(=O)[C@]4(C)OC[C@@]3(C)[C@@]4(O)[C@@H](OC(C)=O)[C@H](OC(C)=O)[C@@]2(COC(=O)c2ccccc2)[C@@H](OC(C)=O)C[C@@H]1O (some centres undefined) | -12 | 27 | 8 | -7 | 2 | -3 | 0 | 3 | -2 | -2
O=C(COc1ccccc1)N1CCN(C2CC3CCC2C3)CC1 (centres undefined) | 11 | 0 | -14 | -39 | 0 | -1 | -23 | 1 | 1 | 3
CN1C(=O)C(=Cc2ccc(N3CCOCC3)o2)C(=O)N(C)C1=S | -2 | -65 | 6 | -1 | 1 | 3 | 1 | 3 | -8 | 1
CC1(C)CC2(CCO1)NCCN1C(=O)CSC12 (centres undefined) | -4 | 13 | 10 | -4 | 4 | 6 | 0 | 2 | -9 | -3
CC(C)c1ccc(N=Nc2c(O)[nH]c(=O)[nH]c2=O)cc1 | -18 | -14 | 1 | 6 | -1 | 3 | 7 | 4 | 2 | -3
Cc1ccc2c(c1)CC1(CN2C)C(=O)NC(=O)N(c2cc(C)ccc2C)C1=O (centres undefined) | -22 | 25 | 1 | 5 | 3 | 1 | 2 | -2 | 2 | 2
COc1ccc2c(c1)c(C(=O)O)c(C)n2C(C)C | -33 | 28 | 4 | -2 | 2 | 0 | -2 | 2 | 3 | -2
COC(=O)C1=C(c2cc3ccccc3s2)C[C@@H]2CC[C@H]1N2C(=O)NCCS(C)=O (some centres undefined) | x | 11 | 9 | 4 | 2 | x | -5 | x | 2 | -1

Single records, from the list above. Screens in order: KLF5 inh	aSyn 5UTR inh	DYRK1A inh	HSF-1 act	GSK3beta inhib	HSP90 refold inh	HSF1 inh	IEC-6 cytotox	Platelet DG rel	GSK3A inh
O=[N+]([O-])c1ccc(CN2CC=C(c3ccccc3)CC2)cc1 is listed as 17	-2	-2	5	3	1	-15	2	-2	1
O=P(C(c1c[nH]c2ccccc12)N1CCOCC1)(N1CCOCC1)N1CCOCC1 (centres undefined) is listed as -21	27	-6	0	1	3	-7	1	4	0

Compound activity as filed in PubChem BioAssay.
